TMEM16A act = activates or potentiates the mouse TMEM16A chloride channel; HEK293 TMEM16A/YFP-H148Q/I152L, iodide quench fluorescence; stronger effect = lower value; AID 623877; B-score at 10 µM; 340,000 tested, 0.3% active;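 active means fluorescence-ratio B-score plate-corrected deviation score at least 3 library SD below zero, with starting fluorescence score within 5 deviations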;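 further: channel opened by trigger with iodide after compound preincubation; score built on the fluorescence ratio of max minus min over baseline; more negative score means more quench and so TMEM16A activation or potentiation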
Target sequence (Q8BHY3 whole entry, looked up): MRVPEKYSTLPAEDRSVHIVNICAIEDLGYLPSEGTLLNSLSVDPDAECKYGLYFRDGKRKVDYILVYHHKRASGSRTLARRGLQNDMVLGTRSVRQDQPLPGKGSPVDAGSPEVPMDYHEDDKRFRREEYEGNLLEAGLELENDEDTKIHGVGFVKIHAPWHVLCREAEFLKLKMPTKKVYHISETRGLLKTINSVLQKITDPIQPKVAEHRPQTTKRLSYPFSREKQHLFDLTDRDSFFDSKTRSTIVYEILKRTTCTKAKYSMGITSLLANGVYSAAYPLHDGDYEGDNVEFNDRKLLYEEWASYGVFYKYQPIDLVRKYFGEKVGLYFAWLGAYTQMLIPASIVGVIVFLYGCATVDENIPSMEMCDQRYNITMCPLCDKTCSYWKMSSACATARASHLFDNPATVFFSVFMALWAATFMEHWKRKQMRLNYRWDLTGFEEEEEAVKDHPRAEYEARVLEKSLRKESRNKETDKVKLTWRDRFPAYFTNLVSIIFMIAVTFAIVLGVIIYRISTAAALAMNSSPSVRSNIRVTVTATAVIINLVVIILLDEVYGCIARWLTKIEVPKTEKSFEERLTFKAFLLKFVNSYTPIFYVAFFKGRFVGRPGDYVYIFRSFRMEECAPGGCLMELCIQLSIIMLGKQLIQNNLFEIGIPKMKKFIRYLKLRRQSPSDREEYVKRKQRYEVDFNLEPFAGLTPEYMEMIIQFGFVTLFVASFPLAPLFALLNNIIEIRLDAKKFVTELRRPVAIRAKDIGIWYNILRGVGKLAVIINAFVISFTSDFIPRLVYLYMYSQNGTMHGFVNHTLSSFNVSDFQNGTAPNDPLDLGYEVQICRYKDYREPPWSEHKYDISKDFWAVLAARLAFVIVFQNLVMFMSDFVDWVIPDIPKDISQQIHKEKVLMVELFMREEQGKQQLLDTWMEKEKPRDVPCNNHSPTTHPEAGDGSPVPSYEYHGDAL
MrgX1 agonist = agonists of human MrgX1 receptor; 310,000 tested, 0.44% active; MrgX1-HEK293 cells, Fluo-4 calcium fluorescence, agonist mode; stronger effect = higher value; AID 588627; B-score at 10 µM; Q96LB2;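 active means calcium response B-score plate-corrected fluorescence ratio at least 3 library SD, with starting fluorescence B-score inside 5 SD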
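Test system: HEK293 cells stably expressing human MrgX1 receptor; amount: 15,000 cells per well; doses: compound delivered in addition one of three; times: overnight plating before 1 h dye loading; detection: Fluo-4 NW calcium-flux fluorescence, kinetic read; read-out basis: B-scored fluorescence response ratio; controls: positive and negative controls per plate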
TRPC6 inhibitor = blocks the mouse TRPC6 cation channel; AID 2553; HEK293-TRPC6, membrane potential dye, ACh-evoked depolarization; stronger effect = lower value; B-score at 10 µM; 310,000 tested, 1.1% active;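 active means B-score under library mean minus 3 SD, initial fluorescence not abnormally high, positive integrated signal ratio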;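 further: B-score derived from integrated fluorescence ratio over the kinetic read; more negative B-score means stronger inhibition of depolarization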
MrgX1 allo act = allosterically activates human MrgX1 receptor signaling; MrgX1-HEK293, Fluo-4 calcium flux, FDSS; stronger effect = higher value; B-score at 10 µM; 310,000 tested, 0.63% active;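 active means plate-corrected calcium response at least 3 library SD above typical, normal starting fluorescence, not activating the receptor alone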;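 further: compound read alongside a low EC10 to EC30 dose of BAM8-22 agonist; peak minus trough fluorescence over baseline measured at the second addition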
TRPC6 act = mouse TRPC6 channel activation; HEK293-TRPC6 membrane potential dye fluorescence; stronger effect = higher value; B-score at 10 µM; 310,000 tested, 0.13% active; AID 2550;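 active means B-score of the integrated fluorescence ratio above library mean plus 3 SD, and starting fluorescence ratio within library mean plus 5 SD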;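 further: higher score means more depolarization so channel activation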
MrgX1 antagonist = antagonists of human MrgX1 receptor. Q96LB2. MRGX1-HEK293 calcium flux, Fluo-4, BAM8-22 antagonism; stronger effect = lower value. B-score at 10 µM. 310,000 tested, 1.3% active. AID 588676;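 active means calcium-response B-score plate-corrected more than 3 library SD below zero, starting fluorescence within 5 deviations, no agonist response on first addition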;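 further: peak minus trough fluorescence over baseline after final BAM8-22 challenge near maximal dose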
ANO1 block = mouse TMEM16A channel inhibition, primary screen; HEK293 TMEM16A/YFP iodide influx fluorescence, ionomycin; normalized B-score (activity score, 25-100; higher = stronger inhibition) at 10 µM; 310,000 tested, 1.2% active; Q8BHY3;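 active means ratio plate-corrected score three or more library SD toward inhibition, starting fluorescence score within five deviations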;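 further: score derived from kinetic fluorescence span divided by baseline fluorescence per well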
TRPC4 potent = allosterically enhances the mouse TRPC4 cation channel; AID 2227; Q9QUQ5; HEK293 TRPC4beta/mu-opioid, DAMGO EC20, Fluo-4 Ca2+ flux; stronger effect = higher value; B-score at 10 µM; 310,000 tested, 0.42% active;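 active means B-score of calcium response area above 5 SD of library B-scores, with initial fluorescence ratio within 5 SD of library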;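 further: B-score of integrated fluorescence ratio over time as area under calcium response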
RGS4 inh = inhibitors of human RGS4; 310,000 tested, 0.45% active; AID 463165; B-score at 10 µM; HEK293 M3R/RGS4 inducible, Fluo-4 calcium flux; stronger effect = higher value; triggered by carbachol at its EC20; P49798;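 active means B-score, a plate-corrected calcium signal, over three deviations above library mean, with baseline fluorescence within five deviations of library mean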;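 further: RGS4 expression induced by doxycycline in cells with stable M3 receptor; B-score is computed from the integrated fluorescence ratio over baseline after carbachol; higher B-score means a larger calcium signal and so more RGS4 inhibition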
TRPC4 act = activators of mouse TRPC4 channel. Q9QUQ5. B-score at 10 µM. AID 2237. 310,000 tested, 0.49% active. HEK293 TRPC4beta/mu-opioid, Fluo4 calcium fluorescence; stronger effect = higher value;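 active means B-score above 5 SD of library B-scores, and initial fluorescence ratio not above library mean plus 5 SD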;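 further: positive B-score marks a calcium rise read as TRPC4 activation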
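Material: HEK293 stable line with TRPC4beta plus mu-opioid receptor; technique: Fluo4 calcium-sensitive dye fluorescence, kinetic, 1 Hz baseline; timing: Fluo4 dye loading 45 min at room temperature, 110 s recording; controls: assay buffer as low control, maximal DAMGO as high control; read-out: integrated baseline-normalised fluorescence ratio, converted to per-well B score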
TRPC4 inh = blocks the mouse TRPC4 cation channel; Q9QUQ5; HEK293 TRPC4beta/mu-opioid, DAMGO-evoked Fluo4 calcium flux; stronger effect = lower value; B-score at 10 µM; 300,000 tested, 0.39% active; AID 2247;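 active means B-score over 3 SD under the library average, no early fluorescence shift, positive overall ratio signal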
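Test system – stable TRPC4beta/mu-opioid receptor HEK293 cells · Probe or stimulus – DAMGO, a submaximal dose followed by a maximal one · Dosing – one concentration per compound · Signal – Fluo4 calcium fluorescence by kinetic imaging, 5 s 1 Hz baseline · Evaluation – per-well B score of integrated baseline-normalized Fluo4 ratio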
Starred values were filed as active, the others as inactive; i = inactive; . = not tested or not shown.

SMILES	TMEM16A act	MrgX1 agonist	TRPC6 inhibitor	MrgX1 allo act	TRPC6 act	MrgX1 antagonist	ANO1 block	TRPC4 potent	RGS4 inh	TRPC4 act	TRPC4 inh
CCc1nc(SCc2ccccn2)c2c(=O)n(C)c(=O)n(C)c2n1	i	i	i	i	i	i	i	i	i	i	i
O=C(Nc1cccc(-n2cnnn2)c1)c1ccc(OC(F)(F)F)cc1	i	i	i	i	i	i	i	i	i	i	i
Cc1cc(Br)cc(Br)c1OCC(=O)NNC(=O)Nc1ccccc1	i	i	i	i	i	i	i	i	i	i	i
Cc1occc1C(=O)N1CCCC(N2CCN(c3ccccc3F)CC2)C1 (stereo not given)	i	i	i	i	i	i	i	i	i	i	i
COC(=O)c1ccccc1NC(=O)CSc1nnc(COc2cccc(OC)c2)n1C	i	i	i	i	i	i	i	i	i	i	i
Cc1cc(=O)oc2cc(OC(C(=O)O)c3ccccc3)ccc12 (stereo not given)	.	i	i	i	i	i	i	i	i	i	i
O=C(COc1ccc2ccccc2c1)NCCc1ccc2c(c1)OCCO2	i	i	i	i	i	i	i	i	i	i	i
CCOC(=O)C1CCCN(c2oc(-c3ccc(OC)cc3)nc2C#N)C1 (stereo not given)	i	i	i	i	i	i	i	i	i	i	i
Cc1sc2nc(C3CC3)nc(SCC(=O)N3c4ccccc4CC3C)c2c1C (stereo not given)	i	i	i	i	i	i	i	i	i	i	i
CC(C)C(=O)N=C1SC2CS(=O)(=O)CC2N1Cc1ccccc1 (stereo not given)	i	i	i	i	i	i	i	i	i	i	i
CCOC(=O)c1c(O)c2c([nH]c1=O)CCCC2	i	i	i	i	i	i	i	i	i	i	i
COc1ccc(NC2=Nc3cccc4cccc2c34)cc1OC	i	i	i	i	i	i	i	i	i	i	i
CC(=O)NC(Cc1ccc(F)c(F)c1)C(=O)NC1CCN(C(=O)c2ccc(C)cc2)CC1 (stereo not given)	i	i	i	i	i	i	i	i	i	i	i
COc1ccc(S(=O)(=O)N2CCC3(CC2)OCCO3)cc1	i	i	i	i	i	i	i	i	i	i	i
COc1ccc(OC)c(S(=O)(=O)N2CCN(c3ccccc3)CC2)c1	i	i	i	i	i	i	i	i	i	i	i
CC1=C(C(=O)c2ccccc2)C(c2cn(-c3ccccc3)nc2-c2ccc(Cl)cc2)NC(=S)N1 (stereo not given)	i	i	i	i	i	i	i	i	4.92*	i	i
O=C(O)CC(C(=O)Nc1ccc(Cl)cc1Cl)C1CCCO1 (stereo not given)	i	i	i	i	i	i	i	i	i	i	i
O=C(c1cnn(C(=O)COc2ccc(Cl)cc2)c1)c1ccccc1O	i	i	i	i	i	i	i	i	i	i	i
CCC1(C)Cc2c(C#N)c(N)sc(=S)c2CO1 (stereo not given)	-25.1*	i	i	i	i	i	i	i	i	i	i
CN(C)C(=O)CS(=O)(=O)c1ccc(Cl)cc1	i	i	i	i	i	i	i	i	i	i	i
CC(C)(C)c1ccc(S(=O)(=O)Nc2cccc(C3OCCCO3)c2)cc1	i	i	i	i	i	i	i	i	i	i	i
CC(=O)N1N=C(c2cccnc2)OC1c1ccc(C(C)C)cc1 (stereo not given)	i	i	i	i	i	i	i	i	i	i	i
CCOc1ccc(S(=O)(=O)N(C)CC(=O)NCc2ccccn2)cc1Cl	i	i	i	i	i	i	i	i	i	i	i
CCSCc1nnc(SCC(=O)Nc2cc(F)ccc2C)n1C	i	i	i	i	i	i	i	i	i	i	i
O=C(/C=C/c1cc2ccccc2o1)c1ccccc1O	i	i	i	i	i	i	i	i	i	i	i
COC(=O)C1=NNC2(c3ccc(Cl)cc3)C(=O)N(c3ccccc3)C(=O)C12 (stereo not given)	i	i	i	i	i	i	i	i	i	i	i
Cc1ccccc1-n1c(SCC(=O)c2cc(C)n(C)c2C)nnc1-c1ccncc1	i	i	i	i	i	i	i	i	i	i	i
O=C(CSc1nc2ccccc2c(=O)[nH]1)c1ccccc1	i	i	i	i	i	i	i	i	i	i	i
CCc1nnc(NS(=O)(=O)c2ccc(N/C=C\C(=O)c3cccc(OC)c3)cc2)s1	i	i	i	i	i	i	i	i	i	i	i
COc1ccc2cc(CN(C(=O)Nc3ccccc3OC)C3CCCC3)c(=O)[nH]c2c1	i	i	i	i	i	i	i	i	i	i	i
NC(=O)c1ccc(NC(=O)CCCNC(=O)c2ccc(Cl)cc2)cc1	.	i	i	i	i	i	i	i	i	i	i
Cc1ccc(S(=O)(=O)N2CC3(C)CN(S(=O)(=O)c4ccc(C)cc4)CC(C)(C2)C3O)cc1 (stereo not given)	i	i	i	i	i	i	i	i	i	i	i
COc1ccccc1C(=O)NC(=O)COC(=O)c1cccc(C)c1O	i	i	i	i	i	i	i	i	i	i	i
O=C(CSc1nc(C2CC2)nc2c1cnn2-c1ccccc1)Nc1c[nH]c(=O)[nH]c1=O	i	i	i	i	i	i	i	i	i	i	i
c1ccc(CSc2nncn2-c2ccccn2)cc1	i	i	i	i	i	i	i	i	i	i	i
O=C(O)C(c1ccccc1)N1C(=O)/C(=C\c2ccc(-c3cccc(Cl)c3)o2)SC1=S (stereo not given)	i	i	i	i	i	i	i	i	10.3*	i	i
COc1ccc(-c2nc3c(-c4ccccc4)cnn3cc2C)cc1F	i	i	i	i	i	i	i	i	i	i	i
Cc1cccc(-c2noc(CNC(=O)c3ccc4c(c3)OCO4)n2)c1	i	i	i	i	i	i	i	i	i	i	i
Cc1ccnc(NC(=O)c2cc(-c3ccc(Cl)s3)nc3ccccc23)c1	i	i	i	i	i	i	i	i	i	i	i
COc1ccc(NC(=O)C(NC(=O)c2ccc(=O)[nH]c2)c2ccc(C)cc2)cc1 (stereo not given)	i	i	i	i	i	i	i	i	i	i	i
CCN(CC(=O)NC(C)(C)C)Cc1cc(=O)n2c(-c3ccccc3)csc2n1	i	i	i	i	i	-4.72*	i	i	i	i	i
Cc1cccc(N2CCN(C(=O)c3ccc4c(c3)NC(=O)C(CSCc3cccc(F)c3)N4)CC2)c1C (stereo not given)	.	33.7*	i	i	i	i	i	i	i	i	i
CCNc1oc(COc2ccccc2F)nc1C#N	i	i	i	i	i	i	i	i	i	i	i
CC1(C)C2CCC(C2)C1(C)N=C1OC(CCl)CS1 (stereo not given)	i	i	i	i	i	i	i	i	i	i	i
Cc1ccc(OCc2ccc(C(=O)Nc3ccc(C(N)=O)cc3)o2)c([N+](=O)[O-])c1	i	i	i	i	i	i	i	i	i	i	i
O=c1[nH]c(C2CCCN(S(=O)(=O)c3ccccc3)C2)nc2c1nnn2Cc1ccccc1F (stereo not given)	i	i	i	i	i	i	i	i	i	i	i
FC(F)Oc1ccc(NC(=S)NCc2ccco2)cc1Cl	i	i	i	i	i	-4.6*	i	i	i	i	i
COc1cc(OC)c(NC(=O)CCCNC(=O)Cn2cnc3sc(C)c(C)c3c2=O)cc1Cl	i	i	i	i	i	i	i	i	i	i	i
Cc1c(NC(=O)COc2c(F)c(F)c(F)c(F)c2F)c(=O)n(-c2ccccc2)n1C	i	i	i	i	i	i	i	i	i	i	i
COc1ccc(C)cc1NC(=O)c1cc2ccccc2cc1OCC(=O)NCc1ccco1	i	i	i	i	i	i	i	i	i	i	i

(listing goes on)
SMILES	TMEM16A act	MrgX1 agonist	TRPC6 inhibitor	MrgX1 allo act	TRPC6 act	MrgX1 antagonist	ANO1 block	TRPC4 potent	RGS4 inh	TRPC4 act	TRPC4 inh
CCn1c(SCc2ccc(C(=O)Nc3nccs3)cc2)nnc1-c1ccc(N)cc1	i	i	i	i	i	i	i	i	i	i	i
CC(C)(C)c1nnc(NC(=O)CS(=O)(=O)Cc2ccccc2)s1	i	i	i	i	i	i	i	i	i	i	i
O=C(N/N=C/c1ccc(Br)s1)c1cccs1	i	i	i	i	i	i	i	i	i	i	i
O=C(CNc1n[nH]c(=O)[nH]c1=O)N/N=C/C=C/c1ccccc1	i	i	i	i	i	i	i	i	i	i	i
CCC(C)Nc1nc(N)c([N+](=O)[O-])c(NCCO)n1 (stereo not given)	i	i	i	16.7*	i	i	i	i	i	i	i
O=C(COc1ccccc1)NCc1nnc(SCC(=O)Nc2nccs2)n1-c1ccccc1	i	i	i	i	i	i	i	i	i	i	i
CCNC(=O)CSc1nc2ccccc2c(=O)n1OC	i	i	i	i	i	i	i	i	i	i	i
CC(C)CCOP(=O)(c1ccc(N(C)C)cc1)C(O)c1ccccn1 (stereo not given)	i	i	i	i	i	i	i	i	i	i	i
CCCCn1cc(SCC(=O)O)c2ccccc21	i	i	i	i	i	i	i	i	i	i	i
CN(C)c1ccc(/C=N/NC(=O)Cn2nnc3ccccc32)cc1	i	i	i	i	i	i	i	i	i	i	i
O=C(CCCC(=O)OCC(=O)c1cccs1)Nc1ccc(F)cc1	i	i	i	i	i	i	i	i	i	i	i
COc1cc2c(cc1NC(=S)Nc1cccc(C(F)(F)F)c1)oc1ccccc12	i	i	i	i	i	-5.69*	i	i	i	i	i
Cc1ccccc1NC(=O)c1c(-c2ccccc2)noc1C	i	i	i	i	i	i	i	i	i	i	i
Cc1cc(NC(=O)C2C3C(=O)N(CC4CCCO4)C(C(=O)NCc4ccccc4)C34C=CC2(C)O4)no1 (stereo not given)	i	i	i	i	i	i	i	i	i	i	i
CC(NC(=O)CSc1ncccn1)c1ccccc1 (stereo not given)	i	i	i	i	i	i	i	i	i	i	i
CC(C)(C)OC(=O)CC[C@@H](C(=O)NCCCCCCCCCCC(=O)N1CCN(C(=O)OC(C)(C)C)CC1)n1cc(CCCCCNC(=O)OC(C)(C)C)nn1	i	i	.	i	.	i	i	.	.	.	.

Compound activity: PubChem BioAssay, Johns Hopkins Ion Channel Center

Random draw from the library. About 5.8% of those tested had a hit in this group.
